# EPAC1 antag: blocks human EPAC1 exchange factor | Potency, µM (series often up to 115 µM), without a hit: at the highest dose activity change, negative = inhibition, usual class: inhibitors | O95398 | EPAC1 GEF assay, Rap1b-BODIPY-GDP exchange fluorescence | hit rate 0.14% among 360,000 | AID 720709;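 also: plate controls were vehicle for no effect and positive control for full effect; nearly all actives have a fitted effect of over 50% in size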
# TDP-43 yeast inh: TDP-43 toxicity inhibition in yeast | TDP-43 expressing yeast growth rescue, BacTiter-Glo, 24 h | hit rate 1.8% among 410,000 | Potency, µM (doses to about 46.1 µM), inactives show top-dose growth rescue (activation), actives largely listed as activators; also: % of control where 0% means no effect; nearly all actives have a fitted effect of over 50% in size
#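 Yeast expressing TDP-43 (pregrown in raffinose, seeded at OD600=0.02 in galactose medium) exposed to compounds 24 hr at 30 deg C. Growth read by BacTiter-Glo luminescence; rescue of toxicity appears as increased signal.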
# FUS suppressor: rescues growth of FUS-expressing yeast | S. cerevisiae FUS-expressing, growth rescue, OD600, 24 h | Potency, µM (doses to about 76.6 µM), without a hit: at the highest dose growth rescue (activation), hits mostly activators | hit rate 0.24% among 390,000 | AID 1347120;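 also: plate controls were DMSO vehicle for no effect and reference control for full effect; nearly all actives have a fitted effect of over 55% in size; some results filed as inactive show a strong effect at the top dose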
#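 Galactose (2%) drives FUS expression in yeast precultured in raffinose; seeding density OD 0.005. Test compounds incubated 24hr at 30C and 99% humidity before absorbance at 600 nm was measured.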
# EPAC2 ag: agonists of human EPAC2 (RAPGEF4). hit rate 0.079% among 360,000. Potency, µM (doses to about 154 µM), for the others: at the top dose activation, most hits filed as activators. Q8WZA2. EPAC2 activation, biochemical qHTS; response scale: 100% = 6.5 mM cAMP response; also: nearly all actives have a fitted effect of over 50% in size
#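 qHTS, titration series. 100 nM EPAC2 / 250 nM Rap1B-BODIPY-GDP / 50 uM GDP; RT; ex 480/em 540 nm, 5-min reads to 30 min. Norm. to 6.5 mM cAMP = activation.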
# EPAC1 ag: EPAC1 (human) agonism; O95398; EPAC1 agonist qHTS, biochemical assay; response scale: 100% = response to 6.5 mM cAMP; Potency, µM (doses to about 154 µM), for inactives: top-dose activation, hits mostly activators; hit rate 0.073% among 360,000; AID 720707; also: nearly all actives have a fitted effect of over 60% in size
#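 Nucleotide exchange assay: 100 nM EPAC1 with 250 nM Rap1B loaded with BODIPY-GDP and 50 uM GDP, room temperature. Fluorescence (480/540 nm) read every 5 min for 30 min; signal change normalized to 6.5 mM cAMP as full agonist.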
# EPAC2 antag: antagonists of human EPAC2; Q8WZA2; EPAC2 GEF exchange of Rap1B-BODIPY-GDP, fluorescence; Potency, µM (top dose mostly 114 µM), for inactives: top-dose activity, negative = inhibition, hits mostly inhibitors; hit rate 0.18% among 360,000; AID 720708; also: % is scaled to controls: 0 for no effect and ±100 for the full control effect; nearly all actives have a fitted effect of over 45% in size; many of its hits are not listed in these tables
# aSyn rescue: rescues yeast growth from alpha-synuclein toxicity | Yeast expressing alpha-synuclein, growth rescue, BacTiter-Glo, 24 h | AID 652106 | Potency, µM (top dose mostly 46.1 µM), without a hit: top-dose growth rescue (activation), hits mostly activators | hit rate 0.14% among 370,000; also: % of control where 0% means no effect; nearly all actives have a fitted effect of over 65% in size
#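 Rescue of yeast growth: cells expressing toxic alpha-synuclein, induced in galactose at OD600 0.02, incubated with compound 24 h at 30 C. ATP luminescence quantified growth; inhibitors of toxicity appear as activators.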
# PTHR1 agonist: agonists of human PTHR1 parathyroid hormone receptor; Q03431; HEK293 GP2 PTHR1 cells, GloSensor cAMP luminescence, 1 h; Potency, µM (top dose mostly 115 µM), inactives show at the highest dose activation, most hits filed as activators; hit rate 0.075% among 410,000; AID 743266; also: nearly all actives have a fitted effect of over 55% in size; some results filed as inactive show a strong effect at the top dose; inactives centre near -15; many of its hits are not listed in these tables
# Target sequence (Q03431 whole entry, looked up): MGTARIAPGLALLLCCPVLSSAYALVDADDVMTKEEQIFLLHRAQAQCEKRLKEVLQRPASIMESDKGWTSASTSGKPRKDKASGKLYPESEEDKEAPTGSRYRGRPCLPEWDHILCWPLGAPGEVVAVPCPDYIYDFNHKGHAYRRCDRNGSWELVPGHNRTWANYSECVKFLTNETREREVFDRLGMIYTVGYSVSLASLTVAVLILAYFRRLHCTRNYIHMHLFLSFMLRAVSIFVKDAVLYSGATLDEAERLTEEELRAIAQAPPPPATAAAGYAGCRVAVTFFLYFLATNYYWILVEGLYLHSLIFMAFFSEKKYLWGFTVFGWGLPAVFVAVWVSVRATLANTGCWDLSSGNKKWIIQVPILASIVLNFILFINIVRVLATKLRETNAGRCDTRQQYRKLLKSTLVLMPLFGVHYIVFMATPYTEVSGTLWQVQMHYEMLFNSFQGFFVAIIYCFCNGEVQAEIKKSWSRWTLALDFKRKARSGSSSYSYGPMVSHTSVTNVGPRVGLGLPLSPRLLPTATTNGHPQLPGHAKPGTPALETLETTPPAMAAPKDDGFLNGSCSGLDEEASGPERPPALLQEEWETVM
#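 HEK-293-derived GP2 cells expressing PTHR1 and a GloSensor cAMP reporter, 3,000/well, plated overnight, given luciferin plus IBMX (each 0.5 mM as added) for 1 h at 37 °C, then compound for 1 h at 37 °C. Luminescence was read after 15 min at room temperature.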
# Active calls of the source: *; i = inactive; ? = inconclusive; · = no result given; [ ] = remark or other dose. Calls follow the shape of the dose curve; as a rule, active = well fitted curve in the direction sought with a large enough effect; inconclusive = small, poorly fitted or top-dose-only effect, or another doubt; inactive = no such curve, though single readings can be large; an effect the other way counts as inactive or inconclusive. Potency is read from the fitted curve at half-maximal effect.
SMILES,EPAC1 antag,TDP-43 yeast inh,FUS suppressor,EPAC2 ag,EPAC1 ag,EPAC2 antag,aSyn rescue,PTHR1 agonist
CC(=O)N(c1ccccc1)C1CC(C)N(C(=O)c2ccccc2)c2ccccc21 (centres undefined),-19%,-10%,27%,8%,11%,0%,-5%,i
O=C(Oc1ccccc1N1C(=O)C2CC=CCC2C1=O)c1ccc(Br)cc1 (centres undefined),?,-12%,42%,10%,-4%,1%,16%,18%
COC(=O)[C@@]12CCCN1[C@H](c1ccc(-c3cccc(Cl)c3)c(OC)c1)[C@H]1C(=O)N(C)C(=O)[C@H]12,-11%,1%,?,-1%,-7%,4%,-1%,i
Cc1ccc(S(=O)(=O)N2CCCCC2)cc1NC(=O)c1c(-c2ccccc2)noc1C,-17%,5%,20%,2%,9%,-6%,-6%,-14%
Cc1c(O)c(=O)ccn1Cc1ccccc1,-9%,-4%,0%,-1%,-6%,3%,-8%,-10%
COc1ccccc1/C=C/C(=O)OCC(=O)Nc1c(F)cccc1F,-3%,4%,24%,-3%,-12%,7%,-6%,i
Fc1ccc(CN2CCCCCCC2)cc1F,12%,-5%,-2%,4%,9%,-4%,-11%,i
O=C(Nc1cccc(NC(=O)c2ccc(F)cc2)c1)c1ccc(F)cc1,-18%,18%,-16%,-5%,2%,5%,10%,-9%
Cc1nn(-c2ccccc2)c(Cl)c1/C=N/Nc1nc2ccccc2n1C,-2%,0%,12%,-5%,-2%,-8%,1%,-34%[inhibitor]
CC(C)(C)OC(=O)N1CCC(C(=O)Nc2ccc(C(=O)NCCc3ccccc3)cc2)CC1,-16%,6%,-11%,-5%,-24%,10%,3%,-8%
Cc1cccc2cncc(OCc3nnc(SC(F)F)n3C)c12,0%,-20%,12%,7%,2%,10%,-1%,-18%
O=C(Nc1ccccc1F)C1CCN(C(=O)Cc2ccccc2)CC1,9%,-8%,21%,-1%,-1%,-1%,9%,-25%
COC(=O)c1cc2c(s1)CS(=O)C2 (centres undefined),-25%,19%,·,-4%,9%,4%,0%,i
COc1cccc(C(=O)NC(=S)Nc2ccc(N3CCCC3)cc2)c1,-12%,?,6%,16%,17%,-8%,-13%,i
Cn1nc(C(F)(F)F)c(C(=O)Nc2ccc(Cl)cc2)c1Cl,-8%,?,14%,6%,3%,-16%,9%,-26%
O=C1c2ccccc2C(=O)N1CSc1nnc2c3ccccc3n(CCc3ccccc3)c2n1,-1%,3%,-8%,0%,4%,-3%,0%,i
CN(/N=C/c1ccc(Cl)cc1Cl)c1ncc(Cl)cc1C(F)(F)F,10%,22%,-2%,10%,7%,-1%,3%,i
Cc1ccc2nc(SCC(=O)Nc3ccc(Br)cc3)nc(=O)n2c1,-6%,21%,-6%,-1%,-6%,-17%,-7%,i
COc1cc(NC(=O)C2CSC3(C)CCC(=O)N23)c(OC)cc1Cl (centres undefined),9%,7%,-9%,6%,-8%,-1%,1%,-4%
CCC(=O)N1CCN(c2ccc(NC(=S)NC(=O)c3ccc(OC)c([N+](=O)[O-])c3)cc2)CC1,16%,28%,?,12%,5%,-2%,-1%,-13%
NC(=O)C1CCN(S(=O)(=O)Cc2ccccc2Cl)CC1,-32%,-9%,-5%,8%,-1%,-4%,-6%,-24%
COC(=O)c1ccc(C)c(NC(=O)C2COc3ccccc3O2)c1 (centres undefined),7%,?,-7%,-3%,-7%,9%,0%,-1%[57.5 µM]
COC(=O)/C(C#N)=C/c1c(N2CCCCCC2)nc2c(C)cccn2c1=O,-9%,14%,?,17%,11%,-17%,-5%,-17%
COC(=O)CNC(=O)c1ccc(OC2CCN(C(=O)C3CC3)CC2)cc1,8%,5%,-6%,2%,-13%,9%,5%,i
CC(=O)Nc1ccc(S(=O)(=O)NC2CC2)cc1,-14%,-8%,-16%,4%,-6%,9%,1%,7%
# (more compounds)
SMILES,EPAC1 antag,TDP-43 yeast inh,FUS suppressor,EPAC2 ag,EPAC1 ag,EPAC2 antag,aSyn rescue,PTHR1 agonist
CCCCOC(=O)c1ccc(NC(=S)NC(=O)c2c(Cl)cnn2CC)cc1,-3%,-7%,5%,9%,3%,-1%,1%,-20%
CC1=CS(=O)(=O)CC1Sc1nc(C)n[nH]1 (centres undefined),-9%,-12%,-11%,16%,3%,-2%[57.1 µM],-5%,10%
CCOC(=O)c1ccc(-c2c(-c3ccccc3OC)oc3ccccc23)cc1F,8%,26%,-20%,10%,1%,6%,5%,-45%[inhibitor]
COC(=O)CN1C(=O)CC(C)(C)S(=O)c2ccccc21 (centres undefined),-4%,8%,-24%,3%,-6%,9%,-6%,-21%
O=C(Nc1ccccc1)C1=C[C@@H](c2ccccc2)C[C@@H](OCc2ccc(CO)cc2)O1,-2%,?,42%,11%,9%,-25%,21%,-67%[inhibitor]
Cc1nn(CC(=O)O)c2ccccc12,4%,-11%,0%,0%,11%,4%,-3%,-9%
N#Cc1c(-c2ccccc2)cc(C2CC2)nc1SCC(=O)O,-7%,24%,·,1%,-10%,7%,7%,i
CCc1noc(C)c1C(=O)OCC(=O)Nc1ccc2c(c1)OCO2,-3%,8%,-14%,8%,9%,3%,-4%,-5%
COc1ccc(CNS(=O)(=O)c2ccc(N3CCCC3)cc2Br)cc1,-12%,19%,16%,13%,6%,-2%,2%,-34%[inhibitor]
C=CCn1c(SCC(=O)Nc2nnc(CC)s2)nnc1-c1cccnc1,14%,-2%,-1%,0%,5%,-12%,-1%,-38%[inhibitor][57.5 µM]
CCN(C(=O)CN(C)Cc1c(F)cccc1Cl)c1c(N)n(Cc2ccccc2)c(=O)[nH]c1=O,11%,15%,3%,18%,5%,6%,2%,i
O=C1[C@H]2[C@@H](c3ccc(F)cc3)N3C(=O)N(c4ccc(Br)cc4)C(=O)[C@@]3(Cc3ccccc3)[C@H]2C(=O)N1C1CCCCC1,0%,12%,25%,-9%,-4%,5%,6%,-16%
CC(C)(C)C(=O)Cn1c[n+](N)cn1,-11%,17%,-32%,4%,7%,1%,-5%,i
O=C(C1Cc2ccccc2CN1C(=O)c1ccco1)N1CCN(c2ccccc2)CC1 (centres undefined),1%,1%,13%,9%,13%,3%,-4%,29%
O=C(NCC1CCCO1)c1onc(CSc2ccc(F)c(F)c2)c1C(=O)O (centres undefined),2%,0%,-16%,3%,8%,15%,0%,12%
Nc1ccc(O)c2c1C(=O)c1ccccc1C2=O,?,-6%,16%,0%,-18%,-6%,-1%,-2%
C=CCNc1nc(C(=O)OCC(=O)c2ccc(F)cc2)cs1,-10%,-9%,-6%,4%,14%,9%,8%,-15%
COc1ccccc1C(CNC(=O)c1cccc(S(=O)(=O)NCc2ccccc2)c1)N(C)C (centres undefined),8%,-15%,3%,3%,6%,-1%,-8%,i
CCn1c(=O)c(C(=O)NC(C)C)c(O)c2ccccc21,-3%,-4%,7%,-4%,8%,-2%,4%,i
COC(=O)c1sccc1-c1ccc(/C=N/OCc2c(Cl)cccc2Cl)o1,2%,-6%,-1%,9%,-3%,3%,·,i
CCC(C)(C)NC(=O)C(OC(=O)c1ccco1)c1ccccc1F (centres undefined),-1%,-8%,-1%,-3%,-2%,-1%,21%,-25%
COc1ccc(C(=O)Nc2ccccc2C(=O)NC(Cc2ccc(O)cc2)C(=O)NNC(=O)c2ccncc2)cc1 (centres undefined),-14%,8%,?,5%,11%,0%,-2%,i
COc1cccc(CNc2ncn[nH]2)c1OCc1ccccc1F,13%,17%,-2%,2%,1%,7%,-8%,i

# Of the compounds above, seven have an aryl thioether with sulfur outside any ring:
SMILES,EPAC1 antag,TDP-43 yeast inh,FUS suppressor,EPAC2 ag,EPAC1 ag,EPAC2 antag,aSyn rescue,PTHR1 agonist
Cc1cccc2cncc(OCc3nnc(SC(F)F)n3C)c12,0%,-20%,12%,7%,2%,10%,-1%,-18%
O=C1c2ccccc2C(=O)N1CSc1nnc2c3ccccc3n(CCc3ccccc3)c2n1,-1%,3%,-8%,0%,4%,-3%,0%,i
Cc1ccc2nc(SCC(=O)Nc3ccc(Br)cc3)nc(=O)n2c1,-6%,21%,-6%,-1%,-6%,-17%,-7%,i
CC1=CS(=O)(=O)CC1Sc1nc(C)n[nH]1 (centres undefined),-9%,-12%,-11%,16%,3%,-2%[57.1 µM],-5%,10%
N#Cc1c(-c2ccccc2)cc(C2CC2)nc1SCC(=O)O,-7%,24%,·,1%,-10%,7%,7%,i
C=CCn1c(SCC(=O)Nc2nnc(CC)s2)nnc1-c1cccnc1,14%,-2%,-1%,0%,5%,-12%,-1%,-38%[inhibitor][57.5 µM]
O=C(NCC1CCCO1)c1onc(CSc2ccc(F)c(F)c2)c1C(=O)O (centres undefined),2%,0%,-16%,3%,8%,15%,0%,12%

# Assay outcomes as filed in PubChem BioAssay.

# The list is partial; count on the stated rates, not on these rows.
